High-throughput results (PubChem BioAssay)
Pf apPOL block – Pf-apPOL inhibitors, biochemical, fluorescence | Plasmodium falciparum apicoplast DNA polymerase (apPOL) | Recombinant Pf-apPOL, molecular beacon fluorescence, 1.5 h | inhibition, % at 10 µM | 0.25% of 210,000 active
mHTT-CaM PPI inh – mutant huntingtin-calmodulin interaction inhibitors – biochemical, AlphaScreen, primary screen; P42858; AlphaScreen His-mHTT/GST-CaM binding, luminescence; inhibition, % at 15 µM; 3.6% of 190,000 active; AID 1671202, 2021;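 further: 0% = both proteins with DMSO and 100% = one protein alone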
* = called active by the depositor; / = not tested or not shown; & = joins results of further samples. No stated cut-off is given here; in the data, active means inhibition above about 50%; inactive means the rest. Compounds as they come (roughly 3.7% active in at least one column).

no.	smiles	Pf apPOL block	mHTT-CaM PPI inh
1	N#CC1=C(N)Oc2n[nH]c(-c3ccccc3)c2C1c1ccc2c(c1[N+](=O)[O-])OCO2 (stereo not drawn)	-4	51*
2	COCCn1c(C)cc(C=C2C(=O)NC(=S)NC2=O)c1C	/	-4
3	N#Cc1c2n(c3c(=O)n(CC(=O)c4ccc(Cl)cc4)cnc13)CCCCC2	0	0
4	Cc1ccccc1-n1c(SCC(=O)NC2CCCCNC2=O)nc2[nH]ncc2c1=O (stereo not drawn)	0	3
5	Cc1ccnc(OCC(=O)NCCc2ccccc2)n1	-3	-8
6	CCCn1c(C2CCN(C(=O)Nc3ccc(C)cc3)C2)nc2cccnc21 (stereo not drawn)	-7	-1
7	CC(=O)COc1ccc2c(c1)OC(=CC1=Cc3ccccc3OC1)C2=O	-2	-2
8	CCNC(=O)C(C)N1CCN(c2ccc(OC)cc2)CC1 (stereo not drawn)	-3	-2
9	O=C(NC1CC(O)C(CO)C1)c1cccs1 (stereo not drawn)	-6	0
10	Clc1cc(Cl)cc(CN[C@H]2CCC23CCC(c2ccccc2)CC3)c1 (stereo partly drawn)	-6	-12
11	CCn1cc(C(=O)NCCN(C)C)c2c3ccccc3n(C)c2c1=O	0	2
12	CN(CCC#N)S(=O)(=O)c1ccc2sc(=O)[nH]c2c1	/	-3
13	CCC(=O)NCCc1csc(C2CCN(C(=O)C3CCC3)CC2)n1	-3	3
14	Cn1ccc(CN2CCSCC2)cc1=O	-3	8
15	COc1ccc(OC(C)C(=O)Nc2ccc([N+](=O)[O-])cc2)cc1 (stereo not drawn)	1	3
16	CCNC(=O)N1CCC(c2nc(C)ccc2C(=O)NCc2ccccc2C)CC1	-1	-4
17	Cc1onc(-c2c(Cl)cccc2Cl)c1NC(=O)OCc1sccc1-n1c(C)ccc1C	-10	/
18	O=C(Cn1nnc(-c2ccccc2)n1)NCc1ccco1	-2	-1
19	COc1ccc(CNC(=O)C2CCCN(c3ncccc3-c3noc(C4CCC4)n3)C2)cc1 (stereo not drawn)	-2	9
20	COCCN1CCC(N2CCCN(C(=O)c3cccc(OC)c3)CC2)C1=O (stereo not drawn)	6	13
21	Cc1ccc(S(=O)(=O)N2CCc3nc(NC(=O)c4ccc(C)c(F)c4)sc3C2)cc1	-4	2
22	COc1ccc(-c2cc3c(o2)CCCC3OCCN2CCOCC2)cc1 (stereo not drawn)	-10	-20
23	CCOC(=O)c1nn(-c2ccc(F)cc2)c(=O)cc1NCC1CCCO1 (stereo not drawn)	-1	0
24	COc1ccc(OC)c(NC(=O)N2CCCC2c2ccc(C)cc2)c1 (stereo not drawn)	-4	24
25	Cn1ncc(Br)c1NC(=O)Nc1ccc(F)cc1	-3	/
26	Cc1ccc(C(=O)N2CCC(c3nc(C(=O)N(C)C)c(C)o3)CC2)cc1C	0	2
27	COc1ccc(C2CCN(C(=O)Cc3cccc4ccccc34)C2)cc1 (stereo not drawn)	11	-5
28	COc1cccc2cc(C(=O)NCC3CCN(Cc4cc(C)oc4C)CC3)oc12	-5	6
29	O=C(CC1N=NN=N1)NCCNC(=O)CC1N=NN=N1	-3	14
30	Cc1onc(-c2c(Cl)cccc2Cl)c1C(=O)Nc1ccc(Oc2ccc(C(C)(C)C)cc2)nc1	-3	/
31	O=C(CCCn1cnc([N+](=O)[O-])n1)Nc1cc(Cl)ccc1O	1	1
32	Cc1cccc(NC(=O)CN2C(=O)NC3(CCC(C(C)(C)C)CC3)C2=O)c1C (stereo not drawn)	0	-3
33	COC(=O)c1sc2c(C)cc(Cl)c(C)c2c1C(=O)Oc1ccccc1	-5&-4	/
34	O=C1C=CC(=O)C(C2=C3C(=O)N(CCc4c[nH]c5ccccc45)CC(=O)N3CCC2)=C1	-3	63*
35	COc1ccc(N2CCN(C(C)C(=O)Nc3ccccc3)CC2)cc1 (stereo not drawn)	-2	4
36	O=C(NCc1ccncc1)C1CC(=O)N(CCc2c[nH]c3ccc(F)cc23)C1 (stereo not drawn)	-4	37

Three structures already listed, arranged by SMILES length, rising:
no.	smiles	Pf apPOL block	mHTT-CaM PPI inh
2	COCCn1c(C)cc(C=C2C(=O)NC(=S)NC2=O)c1C	/	-4
27	COc1ccc(C2CCN(C(=O)Cc3cccc4ccccc34)C2)cc1 (stereo not drawn)	11	-5
36	O=C(NCc1ccncc1)C1CC(=O)N(CCc2c[nH]c3ccc(F)cc23)C1 (stereo not drawn)	-4	37

The list goes on:
no.	smiles	Pf apPOL block	mHTT-CaM PPI inh
37	COC(=O)COc1ccc2c(c1)OC(=Cc1ccc3c(c1)OCO3)C2=O	-4	-2
38	CC1(C)CC(=O)C2=C(C1)N=C1SCCC(=O)N1C2c1ccc(Cl)cc1 (stereo not drawn)	-1	2
39	N#CC1=C(N)C(C#N)(C#N)C(c2cccc(Oc3ccccc3)c2)C2CCCC=C12 (stereo not drawn)	4	50*
40	CC(C)c1cc(C2CCCN2C(=O)c2cc(-c3ccc(Br)cc3)on2)on1 (stereo not drawn)	0	-6
41	COc1ccc(CC(=O)N2CCCC(C)(C(=O)NCc3cccc(F)c3)C2)cc1OC (stereo not drawn)	4	-6
42	COc1ccc(NC(=O)CSc2nc(-c3cccs3)ccc2C#N)cc1	-3	6
43	O=C(CN1CCOCC1)Nc1ncc(Cc2cccc(Cl)c2)s1	-2	6
44	COc1cccc2c1OC1(C)CC2NC(=O)N1c1ccc(C)c(C)c1 (stereo not drawn)	2	2
45	CC(C)c1ccc(NC(=O)C2CC(=O)N(Cc3ccc(F)cc3)C2)cc1 (stereo not drawn)	-2	17
46	CCC(=O)N1CCc2sc(C(=O)NCc3ccccn3)cc2C1	-2	1
47	CCOc1ccc(-c2nc3s/c(=C\c4cccc(OC)c4OC)c(=O)n3n2)cc1	2	6
48	COc1ccc(C(CC(=O)c2ccccc2)Nc2ccc(F)cc2)cc1 (stereo not drawn)	0	36
49	CN(C)c1ccc(Br)c([N+](=O)[O-])c1	/	15
50	COc1ccc(C)cc1NC(=O)C1c2cc(OC)c(OC)cc2C(=O)N(C)C1c1cccs1 (stereo not drawn)	-1	22
51	CCOc1ccccc1NC(=O)C1(C)Oc2cccnc2N(CC)C1=O (stereo not drawn)	-17	-17
52	COCCNC(=O)Cn1cc(C=O)c2ccccc21	12	-10
53	CN(C)S(=O)(=O)c1ccc(C(=O)Nc2ccc(F)c(Cl)c2)cc1	-1	-7
54	O=C(NCc1ccc2c(c1)OCO2)c1cnn2c3c(cnc12)CCCC3	-2	10
55	CCCCC(=O)Nc1ccccc1CC	0	-1
56	O=C(Nc1cccc(-c2cc3ccccc3oc2=O)c1)c1cc([N+](=O)[O-])ccc1Cl	5	17
57	Nc1ccc(Oc2ccc(Cl)cc2)cc1	-10	37
58	CCN(CC)c1ccc(C=Nc2ccc(C)cc2)cc1	-4	-4
59	CSc1cccc(NC(=O)N2CCc3c(c(-c4nc(-c5ccccc5)no4)nn3C)C2)c1	-3	2
60	CC(C)NC(=O)c1ccc(OCC2CCN(C(=O)c3ccccc3F)CC2)cc1	-3	8

Some of the entries so far, as labelled records:
57) Nc1ccc(Oc2ccc(Cl)cc2)cc1
- Pf apPOL block: -10
- mHTT-CaM PPI inh: 37
58) CCN(CC)c1ccc(C=Nc2ccc(C)cc2)cc1
- Pf apPOL block: -4
- mHTT-CaM PPI inh: -4

The list continues:
no.	smiles	Pf apPOL block	mHTT-CaM PPI inh
61	COc1cccc(-c2cc(C(=O)N3CCCC3c3cc(C)on3)on2)c1 (stereo not drawn)	4	-3
62	Cn1nc(-c2nc(-c3ccccc3)no2)c2c1CCN(C(=O)c1ccncc1)C2	-5	10
63	CC1=C(C(=O)Nc2ccc(C)cc2)C(c2ccccc2)n2nnnc2N1 (stereo not drawn)	0	13
64	O=C(O)C1C2CCC(C2)C1C(=O)Nc1nc(-c2ccc(Cl)cc2)cs1 (stereo not drawn)	1	9
65	COc1ccc(F)cc1S(=O)(=O)N1CC2CC(NC(=O)c3ccccc3)C1C2 (stereo not drawn)	-2	2
66	COc1ccccc1/C=C1\CCCC2=C1Nc1nnnn1C2c1ccccc1OC (stereo not drawn)	-6	47
67	CCOc1ccc(NC(=O)CCC2CCCN(c3cc(NC4CC4)ncn3)C2)cc1 (stereo not drawn)	-7	16
68	O=C(c1cc(-c2ccc3c(c2)OCO3)n[nH]1)N1CCCC(COCc2ccccc2)C1 (stereo not drawn)	3	-2
69	C=CCNC(=O)C(=O)Nc1ccccc1OCC	17	-4
70	COc1cc2c(cc1OC)C(Nc1nc(-c3ccccc3)cs1)=NC(C)(C)C2	4	-4
71	Cc1cccc(NC(=O)N2CCc3c(c(-c4nc(C)no4)nn3C)C2)c1	-5	36
72	COc1ccc(-n2ncc3c(N4CCc5ccccc54)ncnc32)cc1	-1	11
73	O=C(NCc1ccco1)N1CCCn2nc(-c3cccc(Cl)c3)cc2C1	-6	40
74	Clc1ccc2c(c1)nc1n2CCN(Cc2ccco2)C1	-6	5
75	CSCCC(NS(=O)(=O)c1cc(C(F)(F)F)cc(C(F)(F)F)c1)C(=O)NN (stereo not drawn)	0	/
76	NC(=NOC(=O)c1csnc1-c1c(Cl)cccc1Cl)c1c(Cl)cccc1Cl	-3	/
77	CCNC(=O)NC1CCN(c2ccccc2)C1=O (stereo not drawn)	-3	-9
78	O=C(Nc1ccc(F)cc1)N1CCCN(CCc2ccccc2)CC1	0	/
79	Cc1ncn(CC(=O)Nc2ccc(F)cc2)c(=O)c1C	-1	-7
80	Cc1ccc(S(=O)(=O)N(c2ccc(Cl)cc2)C(F)F)cc1	-7	-73
81	O=C1OC(c2ccccc2F)=N/C1=C\c1cccc(Cl)c1	3	8
82	CN(CC(O)COCc1ccccc1)C1CCCCC1 (stereo not drawn)	-4	-4
83	Cc1cc(C)cc(C(=O)N2CCC(c3nc(C(=O)N4CCCC4)c(C)o3)CC2)c1	-4	9
84	CN(C)C(CNC(=O)C(=O)NC1CCCC1)c1ccco1 (stereo not drawn)	-2	-5

Rewritten as labelled records: entries from further up
(56) O=C(Nc1cccc(-c2cc3ccccc3oc2=O)c1)c1cc([N+](=O)[O-])ccc1Cl
  Pf apPOL block: 5
  mHTT-CaM PPI inh: 17

(57) Nc1ccc(Oc2ccc(Cl)cc2)cc1
  Pf apPOL block: -10
  mHTT-CaM PPI inh: 37

(58) CCN(CC)c1ccc(C=Nc2ccc(C)cc2)cc1
  Pf apPOL block: -4
  mHTT-CaM PPI inh: -4

(59) CSc1cccc(NC(=O)N2CCc3c(c(-c4nc(-c5ccccc5)no4)nn3C)C2)c1
  Pf apPOL block: -3
  mHTT-CaM PPI inh: 2

Carrying on.
no.	smiles	Pf apPOL block	mHTT-CaM PPI inh
85	COc1ncc(C(=O)NCc2ccccc2Cl)cn1	-2	-2
86	COc1cc(NC(=O)N2CCCC(C)(C(=O)NCc3ccc(C)cc3)C2)cc(OC)c1 (stereo not drawn)	9	-5
87	COc1ccc(NC(=O)C2CC(=O)N(c3ccc4c(c3)CCN4C(C)=O)C2)cc1Cl (stereo not drawn)	1	0
88	CSC1=NC(=Cc2ccc(Cl)cc2)C(=O)N1CCc1c[nH]c2ccccc12	-10&-6	/
89	Oc1c(Br)cc(Br)cc1C=Nc1cccnc1	0	10
90	Cc1ccc(-c2noc(C3CCN(CC(=O)NC4CCCCC4)CC3)n2)cc1	-6	-2
91	CCOC(CCNC(=O)c1cnc(Nc2ccccc2OC)c2ccccc12)OCC	0	0
92	O=C(CN1C(=O)NC2(CCCCC2)C1=O)NC1CCCC1	6	-1
93	O=S(=O)(Nc1ccc(C(F)(F)F)cc1)c1ccc2nc(-c3ccccc3)[nH]c2c1	-10	22
94	Cc1cc(Cl)c(OCCn2ccnc2)c(Br)c1	7	0
95	Cc1cc(C)cc(OCCNC(=O)Cn2cnc(C(C)C)cc2=O)c1	-3	-15
96	Cc1c(Cl)cccc1S(=O)(=O)NCC(C)(O)c1ccc2c(c1)OCO2 (stereo not drawn)	-10	-16
97	COc1ccc(CNC(=O)C2CCCN(c3ncnc4c3nc3n4CCCCC3)C2)cc1 (stereo not drawn)	4	-3
98	O=C(Cc1ccccc1)Nc1ccc(C(=O)Nc2ccc(Cl)cc2Cl)cc1	-12	-3
99	Cc1ccccc1N1C(=O)C2C3C=CC(C3)C2(C)C1=O (stereo not drawn)	3	-4
100	CCCn1cnnc1C1CCN(C(=O)c2ccc(C)c(C)c2)CC1	-10	5
101	CC(C)NC(=S)NNC(=O)C1CC2CCC1O2 (stereo not drawn)	-5	/
102	O=[N+]([O-])c1cccc(C2SCCN2S(=O)(=O)c2ccc(Cl)c(Cl)c2)c1 (stereo not drawn)	-7	-1
103	COc1ccccc1C(=O)N/C(=C/c1ccc2c(c1)OCO2)C(=O)O	-2	-4
104	CC1CC(C)CN(S(=O)(=O)N2CCCC(C(=O)NCCCN3CCN(C)CC3)C2)C1 (stereo not drawn)	-13	-11
105	O=C(N1CCc2ccccc2C1)C1(c2ccc(F)cc2)CC1	-8	-19
106	CCOC(=O)N1CCc2nn(CC(=O)Nc3cc(Cl)ccc3OC)c(=O)cc2C1	-3	18
107	Cc1nn(-c2ccc(Cl)cc2Cl)c(=O)c2ccccc12	0&-1	-9&-8
108	O=C(c1cn(-c2ccccc2)nc1-c1ccc(F)cc1)N1CCOCC1	-6	6
109	COc1ccccc1N1CCN(C(=O)c2sc3nc(C)[nH]c(=O)c3c2C)CC1	-6	-1
110	C=CCNc1nc(NCC)nc(N2CCOCC2)n1	-6	-2
111	O=[N+]([O-])c1ccc(CNc2nc(NCc3cccc(C(F)(F)F)c3)nc3nc[nH]c23)cc1	2	/
112	CCN(CC)C(=O)c1cc2c(s1)CCC(C(=O)Nc1ccccc1F)C2 (stereo not drawn)	-1	-2
113	COc1ccc(-c2nnc(SCC(=O)O)n2N)cc1	1	-1
114	Cc1ccc(C)c(NC(=O)C2CCCN(c3nccc(C)n3)C2)c1 (stereo not drawn)	-2	-5
115	CCOC(=O)c1ccc(NC(=O)CSCC(=O)O)cc1	1	/
